Compound activity: PubChem, several laboratories
bovine MsrA act: activates bovine MsrA enzyme. purified bovine MsrA, absorbance read-out. hit rate 0.3% among 360,000. activation, % at 10.6 µM. AID 602163; in the data active = activation above about 7.5%;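 note: 0% = vehicle and 100% = reference activator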
Rin1 Abl inh: human Rin1-Abl interaction inhibition | TR-FRET Rin1/Abl binding, biochemical | inhibition, % at 7.35 µM | P00519+Q13671 | hit rate 0.4% among 360,000; in the data active = inhibition above about 5%, passing the limit was not always enough
MT1-MMP act inh: MT1-MMP (human) activation inhibition. P50281. hit rate 0.061% among 360,000. HT1080 RFP-PRO-GFP cells, GFP/RFP ratio fluorescence, overnight; percent of plate control window, DMSO zero. GFP/RFP ratio change, % at 20 µM;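 active = GFP/RFP ratio change of at least 30% with cell ATP level not reduced by more than half and red fluorescence within 50% of control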; note: strong numbers were not always called active
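Read-out: GFP/RFP fluorescence ratio; Test system: RFP-PRO-GFP reporter HT1080 cells; Compound dosing: single-point 20 µM compound, 1% DMSO; Times: overnight compound exposure at 37 °C.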
FAS TE block: inhibitors of human fatty acid synthase thioesterase domain. hit rate 0.67% among 360,000. recombinant FAS-TE, OMFH fluorogenic substrate, fluorescence endpoint. P49327. inhibition, % at 15 µM;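 active = compounds whose normalised, plate-corrected inhibition of enzyme fluorescence in the single-dose primary screen is 50% or more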;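 note: 0% = DMSO with enzyme and 100% = substrate without enzyme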
MsrA inhibitor: inhibitors of bovine MsrA; purified bovine MsrA, absorbance read-out; inhibition, % at 15.5 µM; hit rate 0.75% among 360,000; in the data active = inhibition above about 4.5%;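 note: 0% = vehicle wells with enzyme and 100% = reference inhibitor wells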
NRP1-CendR mod: NRP-1/CendR interaction modulation; O14786; FAM-RPARPAR peptide binding to NRP-1, fluorescence polarization; inhibition, % at 25 µM; hit rate 0.85% among 360,000; AID 602438;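 active = inhibition or corrected inhibition above about 18%, plus a signal ratio from 0.5 to 1.5, limit read from the data, passing the limit was not always enough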; note: strong numbers were not always called active
Target sequence (O14786 whole entry, looked up): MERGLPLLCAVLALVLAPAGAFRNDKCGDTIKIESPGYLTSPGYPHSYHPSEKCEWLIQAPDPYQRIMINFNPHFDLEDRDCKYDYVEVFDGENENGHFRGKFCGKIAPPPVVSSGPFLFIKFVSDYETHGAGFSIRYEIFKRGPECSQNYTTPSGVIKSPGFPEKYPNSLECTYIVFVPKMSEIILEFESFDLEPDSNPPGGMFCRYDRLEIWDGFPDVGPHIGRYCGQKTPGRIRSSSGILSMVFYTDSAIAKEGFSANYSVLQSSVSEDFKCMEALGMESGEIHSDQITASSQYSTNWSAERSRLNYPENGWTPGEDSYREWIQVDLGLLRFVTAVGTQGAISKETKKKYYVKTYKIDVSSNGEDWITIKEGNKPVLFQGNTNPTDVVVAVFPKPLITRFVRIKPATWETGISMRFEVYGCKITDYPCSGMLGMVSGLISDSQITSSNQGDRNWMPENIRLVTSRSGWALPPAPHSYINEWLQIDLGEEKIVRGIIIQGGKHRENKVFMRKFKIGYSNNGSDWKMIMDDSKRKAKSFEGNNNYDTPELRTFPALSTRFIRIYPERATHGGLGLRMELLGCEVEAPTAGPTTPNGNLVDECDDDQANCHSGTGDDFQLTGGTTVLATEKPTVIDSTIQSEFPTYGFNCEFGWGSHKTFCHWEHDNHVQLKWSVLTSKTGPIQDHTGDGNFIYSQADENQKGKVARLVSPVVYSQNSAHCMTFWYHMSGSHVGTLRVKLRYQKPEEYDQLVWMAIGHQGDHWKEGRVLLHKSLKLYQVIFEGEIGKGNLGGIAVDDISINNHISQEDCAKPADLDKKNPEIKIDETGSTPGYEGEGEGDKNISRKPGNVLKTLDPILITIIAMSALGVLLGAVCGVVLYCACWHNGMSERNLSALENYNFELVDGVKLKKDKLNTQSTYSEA
Neddylation inh: inhibitors of human cullin neddylation; P61081+Q13564; TR-FRET cullin neddylation, biochemical; calls only at 25 µM; hit rate 0.58% among 360,000; AID 651699; in the data active = inhibition above about 36%
SKN-1 inh: blocks SKN-1 activity in C. elegans; AID 624304; hit rate 0.49% among 360,000; inhibition, % at 21.8 µM; C. elegans VP596 Pgst-4::GFP/RFP ratio, acrylamide-induced, 24 h;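 active = interference check ratio from 0.5 to 1.5 plus GFP to RFP signal ratio inhibition reaching or exceeding a fixed threshold, cut at about 30% in these data, passing the limit was not always enough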; note: some compounds called inactive have numbers as strong as hits
E coli Lon inh: E. coli protease La inhibition. P0A9M0. purified E. coli Lon protease, fluorescence polarization. inhibition, % at 7.94 µM. hit rate 0.42% among 360,000; in the data active = inhibition above about 13%, passing the limit was not always enough;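 note: 0% = enzyme with probe and DMSO and 100% = no enzyme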
Numbers without * were called inactive.

Screening O=C(NCc1ccccc1)C1(c2cccc(F)c2)CCCC1 returned bovine MsrA act -1, Rin1 Abl inh 2, MT1-MMP act inh 3, FAS TE block 5, MsrA inhibitor 2.1, NRP1-CendR mod 12, Neddylation inh inactive, SKN-1 inh 13 and E coli Lon inh 10.
`CN1CCN(/N=C/c2ccc(OCc3ccccc3)cc2)CC1` gave bovine MsrA act -2, Rin1 Abl inh 0, MT1-MMP act inh 0, FAS TE block 3, MsrA inhibitor 1.2, NRP1-CendR mod -8, Neddylation inh inactive, SKN-1 inh 50* and E coli Lon inh -11.
For FC(F)(F)Sc1ccc(NC(=S)NCc2ccccc2)cc1 the results were bovine MsrA act -3, Rin1 Abl inh -2, MT1-MMP act inh 7, FAS TE block 30, MsrA inhibitor -1.6, NRP1-CendR mod 6, Neddylation inh inactive, SKN-1 inh 3 and E coli Lon inh 2.
For O=C(NCCS(=O)(=O)N1CCN(c2ccccc2F)CC1)c1ccco1 the results were bovine MsrA act -1, Rin1 Abl inh -1, MT1-MMP act inh 0, FAS TE block -6, MsrA inhibitor -1.1, NRP1-CendR mod -9, Neddylation inh inactive, SKN-1 inh -1 and E coli Lon inh -8.
CCN(CC)CCC/C(=N\O)C(O)(c1ccccc1)c1ccccc1 was read as bovine MsrA act -3, Rin1 Abl inh 2, MT1-MMP act inh 3, FAS TE block -7, MsrA inhibitor 0.2, NRP1-CendR mod 4, Neddylation inh inactive, SKN-1 inh -6 and E coli Lon inh -5.
CCCS(=O)(=O)c1c(S(=O)(=O)CCC)c2cnccn2c1C(=O)c1ccc(CC)cc1 was read as bovine MsrA act 2, Rin1 Abl inh -1, MT1-MMP act inh -8, FAS TE block 17, MsrA inhibitor -0.3, NRP1-CendR mod 20, Neddylation inh inactive, SKN-1 inh 4 and E coli Lon inh -6.
`COCCn1c(SCC(=O)NC(=O)NC2CCCCC2)nc2ccccc2c1=O` gave bovine MsrA act -2, Rin1 Abl inh 3, MT1-MMP act inh -4, FAS TE block 19, MsrA inhibitor 0.2, NRP1-CendR mod 3, Neddylation inh inactive, SKN-1 inh 17 and E coli Lon inh 9.
COc1ccc(S(=O)(=O)N2CCCCC2c2cc(C(=O)NCc3ccc(F)cc3)no2)cc1 (stereo not drawn) was read as bovine MsrA act -8, Rin1 Abl inh 2, MT1-MMP act inh -4, FAS TE block 16, MsrA inhibitor -0.6, NRP1-CendR mod 12, Neddylation inh inactive, SKN-1 inh 0 and E coli Lon inh -4.
`CCn1c(SCC(=O)OC(C)C)nnc1-c1ccccc1OC` gave bovine MsrA act -3, Rin1 Abl inh -2, MT1-MMP act inh -3, FAS TE block -5, MsrA inhibitor 1.3, NRP1-CendR mod -3, Neddylation inh inactive, SKN-1 inh -8 and E coli Lon inh -7.
Cc1nn(C)c(C(=O)NNC(=S)Nc2ccc(F)cc2)c1[N+](=O)[O-] was read as bovine MsrA act -2, Rin1 Abl inh 3, MT1-MMP act inh 7, FAS TE block -6, MsrA inhibitor 2.9, NRP1-CendR mod -7, Neddylation inh inactive, SKN-1 inh -1 and E coli Lon inh 6.
Screening COCCN1C[C@@H](CO)O[C@@H](n2cnc3c(NCCO)ncnc32)C1 returned bovine MsrA act -1, Rin1 Abl inh 0, MT1-MMP act inh 5, FAS TE block -5, MsrA inhibitor 0.7, NRP1-CendR mod 3, Neddylation inh inactive, SKN-1 inh 4 and E coli Lon inh -2.
For Cc1ccc(Cc2c(-c3ccc(Cl)cc3)nc3ccc(Cl)cn23)cc1 the results were bovine MsrA act -1, Rin1 Abl inh -3, MT1-MMP act inh -12, FAS TE block 21, MsrA inhibitor -0.1, NRP1-CendR mod -11, Neddylation inh inactive, SKN-1 inh 21 and E coli Lon inh -1.
COc1cccc(NC(=O)Nc2ccc3c(c2)CCC3)c1 was read as bovine MsrA act -11, Rin1 Abl inh 4, MT1-MMP act inh 2, FAS TE block 12, MsrA inhibitor -0.6, NRP1-CendR mod -5, Neddylation inh inactive, SKN-1 inh -3 and E coli Lon inh 0.
For COC(=O)Cn1ncn2cccc2c1=O the results were bovine MsrA act 0, Rin1 Abl inh 2, MT1-MMP act inh 2, FAS TE block -5, MsrA inhibitor 0.2, NRP1-CendR mod -6, Neddylation inh inactive, SKN-1 inh -5 and E coli Lon inh -3.
Screening CC(C)(C)Cc1c(-c2ccc(Cl)cc2)nc2ccc(Br)cn12 returned bovine MsrA act 2, Rin1 Abl inh -5, MT1-MMP act inh -9, FAS TE block 27, MsrA inhibitor -0.1, NRP1-CendR mod -7, Neddylation inh inactive, SKN-1 inh 0 and E coli Lon inh -7.
For Cc1ccc(/C=N/NC(=O)Cc2cccn2C)s1 the results were bovine MsrA act -6, Rin1 Abl inh -4, MT1-MMP act inh 2, FAS TE block -12, MsrA inhibitor 2.5, NRP1-CendR mod 2, Neddylation inh inactive, SKN-1 inh 7 and E coli Lon inh -4.
`CCOC(=O)C1=C(C)OC(N)=C(C#N)C1c1cc2cc(C)ccc2nc1N1CCCCC1` (stereo not drawn) gave bovine MsrA act -2, Rin1 Abl inh 0, MT1-MMP act inh -26, FAS TE block -2, MsrA inhibitor 0.8, NRP1-CendR mod -12, Neddylation inh inactive, SKN-1 inh 0 and E coli Lon inh -6.
For CC(=O)c1c(O)cc(C(C)C)n(-c2ccccc2)c1=O the results were bovine MsrA act -1, Rin1 Abl inh -2, MT1-MMP act inh -4, FAS TE block -11, MsrA inhibitor 1.0, NRP1-CendR mod -14, Neddylation inh inactive, SKN-1 inh 1 and E coli Lon inh 0.
`Cc1cccc(/N=C/c2c(O)[nH]c3ccccc23)n1` gave bovine MsrA act -4, Rin1 Abl inh -2, MT1-MMP act inh 2, FAS TE block 0, MsrA inhibitor 3.1, NRP1-CendR mod -1, Neddylation inh inactive, SKN-1 inh 6 and E coli Lon inh -8.
`CSc1ccccc1NC(=S)NC1CCCC1` gave bovine MsrA act 0, Rin1 Abl inh 2, MT1-MMP act inh 3, FAS TE block -4, MsrA inhibitor -1.0, NRP1-CendR mod 10, Neddylation inh inactive, SKN-1 inh -8 and E coli Lon inh 4.

At a glance, 4 of the compounds above.
Screening O=C(NCc1ccccc1)C1(c2cccc(F)c2)CCCC1 returned bovine MsrA act -1, Rin1 Abl inh 2, MT1-MMP act inh 3, FAS TE block 5, MsrA inhibitor 2.1, NRP1-CendR mod 12, Neddylation inh inactive, SKN-1 inh 13 and E coli Lon inh 10.
`CN1CCN(/N=C/c2ccc(OCc3ccccc3)cc2)CC1` gave bovine MsrA act -2, Rin1 Abl inh 0, MT1-MMP act inh 0, FAS TE block 3, MsrA inhibitor 1.2, NRP1-CendR mod -8, Neddylation inh inactive, SKN-1 inh 50* and E coli Lon inh -11.
For FC(F)(F)Sc1ccc(NC(=S)NCc2ccccc2)cc1 the results were bovine MsrA act -3, Rin1 Abl inh -2, MT1-MMP act inh 7, FAS TE block 30, MsrA inhibitor -1.6, NRP1-CendR mod 6, Neddylation inh inactive, SKN-1 inh 3 and E coli Lon inh 2.
For O=C(NCCS(=O)(=O)N1CCN(c2ccccc2F)CC1)c1ccco1 the results were bovine MsrA act -1, Rin1 Abl inh -1, MT1-MMP act inh 0, FAS TE block -6, MsrA inhibitor -1.1, NRP1-CendR mod -9, Neddylation inh inactive, SKN-1 inh -1 and E coli Lon inh -8.

(more compounds)
`O=c1c2cc(Br)ccc2[nH]c(=S)n1Cc1ccccn1` gave bovine MsrA act -15, Rin1 Abl inh 2, FAS TE block -8, MsrA inhibitor 1.2, NRP1-CendR mod 4, Neddylation inh inactive, SKN-1 inh -16 and E coli Lon inh 3.
Screening O=C(OCCO)c1cc(Cl)c(C(=O)OCCO)cc1Cl returned bovine MsrA act -4, Rin1 Abl inh -3, MT1-MMP act inh 2, FAS TE block -7, MsrA inhibitor -1.2, NRP1-CendR mod 2, Neddylation inh inactive, SKN-1 inh 8 and E coli Lon inh 3.
For CN(CC(=O)Nc1c(Cl)cccc1Cl)C(=O)CCNS(=O)(=O)c1ccccc1C(F)(F)F the results were bovine MsrA act 1, Rin1 Abl inh -1, MT1-MMP act inh 1, FAS TE block -5, MsrA inhibitor -0.4, NRP1-CendR mod 7, Neddylation inh inactive, SKN-1 inh -11 and E coli Lon inh -11.
`CC(=O)Oc1cccc(N2C(=O)c3ccc(C(=O)Nc4c[nH]c(=O)[nH]c4=O)cc3C2=O)c1` gave bovine MsrA act -2, Rin1 Abl inh 0, MT1-MMP act inh -1, FAS TE block -11, NRP1-CendR mod 7, Neddylation inh inactive, SKN-1 inh 20 and E coli Lon inh 2.
Screening N/C(=N\OC(=O)CCC1CCCC1)c1ccncc1 returned bovine MsrA act -12, Rin1 Abl inh 1, MT1-MMP act inh 5, FAS TE block -3, MsrA inhibitor -0.2, NRP1-CendR mod -3, Neddylation inh inactive, SKN-1 inh 5 and E coli Lon inh -9.
Screening O=C(NCCC1=CCCCC1)C(=O)NCC(c1ccco1)N1CCN(c2ccc(F)cc2)CC1 (stereo not drawn) returned bovine MsrA act -5, Rin1 Abl inh 0, MT1-MMP act inh 3, FAS TE block 2, MsrA inhibitor -0.4, NRP1-CendR mod 1, Neddylation inh inactive, SKN-1 inh 4 and E coli Lon inh -5.
Screening Cc1cc(=O)oc(C)c1C(=O)Nc1ccc2ncccc2c1 returned bovine MsrA act -1, Rin1 Abl inh 0, MT1-MMP act inh -106, FAS TE block -45, MsrA inhibitor 0.2, NRP1-CendR mod -17, SKN-1 inh -17 and E coli Lon inh -6.
Screening CCCSc1nc(NCc2ccco2)c2c3c(sc2n1)COC(C)(CC)C3 (stereo not drawn) returned bovine MsrA act -2, Rin1 Abl inh -2, MT1-MMP act inh -10, FAS TE block 18, MsrA inhibitor 0.9, NRP1-CendR mod -14, Neddylation inh inactive, SKN-1 inh 42 and E coli Lon inh 5.
Screening O=C(Nc1ccccc1)OCc1cncs1 returned bovine MsrA act -4, Rin1 Abl inh -2, MT1-MMP act inh -1, FAS TE block -1, MsrA inhibitor 0.9, NRP1-CendR mod -4, Neddylation inh inactive, SKN-1 inh 4 and E coli Lon inh 5.
For COC(c1ccccc1)c1nnc(CCC(=O)NC2C3CC4CC(C3)CC2C4)o1 (stereo not drawn) the results were bovine MsrA act -3, Rin1 Abl inh -2, MT1-MMP act inh 3, FAS TE block -1, MsrA inhibitor 1.4, NRP1-CendR mod 6, Neddylation inh inactive, SKN-1 inh 1 and E coli Lon inh 1.
CCOC(=O)c1c(NC(=O)CSc2ncn[nH]2)sc(C(C)=O)c1C was read as bovine MsrA act -4, Rin1 Abl inh 0, MT1-MMP act inh 2, FAS TE block -24, MsrA inhibitor 2.7, NRP1-CendR mod 11, Neddylation inh inactive, SKN-1 inh 15 and E coli Lon inh -7.
`O=C(NCCSc1c[nH]c2ccccc12)c1ccc2c(c1)OCO2` gave bovine MsrA act 0, Rin1 Abl inh -4, MT1-MMP act inh 5, FAS TE block 2, MsrA inhibitor 0.7, NRP1-CendR mod -11, Neddylation inh inactive, SKN-1 inh -12 and E coli Lon inh -2.
`COc1ccccc1/C=N/NC(=O)c1c(-c2ccccc2)noc1C` gave bovine MsrA act 0, Rin1 Abl inh 0, MT1-MMP act inh 3, FAS TE block 1, MsrA inhibitor 1.3, NRP1-CendR mod 3, Neddylation inh inactive, SKN-1 inh 5 and E coli Lon inh 5.
For Cc1ccc(-n2nnnc2-c2ccccc2Br)cc1 the results were bovine MsrA act -2, Rin1 Abl inh -3, MT1-MMP act inh 0, FAS TE block 8, MsrA inhibitor -0.6, NRP1-CendR mod 0, Neddylation inh inactive, SKN-1 inh -9 and E coli Lon inh -7.
Screening CSc1ncccc1C(=O)OCC(=O)N(C)Cc1ccc(C)cc1 returned bovine MsrA act 0, Rin1 Abl inh -4, MT1-MMP act inh 1, FAS TE block 2, MsrA inhibitor -0.4, NRP1-CendR mod -2, Neddylation inh inactive, SKN-1 inh 7 and E coli Lon inh 6.
